NR2E3 ag-1 – activates human photoreceptor nuclear receptor NR2E3; Q9Y5X4; inhibition of corepressor binding, % at 4.78 µM; AID 2300; GST-NR2E3/biotin-RetCOR TR-FRET, 1536-well; 320,000 tested, 0.12% active;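 active = percent inhibition above the cutoff of mean plus 3 SD of all tested compounds, set per screening campaign, cut at about 20% in these data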;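 also: 0% = DMSO wells and 100% = biotin wells as full block of FRET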
Target sequence (Q9Y5X4 whole entry, looked up): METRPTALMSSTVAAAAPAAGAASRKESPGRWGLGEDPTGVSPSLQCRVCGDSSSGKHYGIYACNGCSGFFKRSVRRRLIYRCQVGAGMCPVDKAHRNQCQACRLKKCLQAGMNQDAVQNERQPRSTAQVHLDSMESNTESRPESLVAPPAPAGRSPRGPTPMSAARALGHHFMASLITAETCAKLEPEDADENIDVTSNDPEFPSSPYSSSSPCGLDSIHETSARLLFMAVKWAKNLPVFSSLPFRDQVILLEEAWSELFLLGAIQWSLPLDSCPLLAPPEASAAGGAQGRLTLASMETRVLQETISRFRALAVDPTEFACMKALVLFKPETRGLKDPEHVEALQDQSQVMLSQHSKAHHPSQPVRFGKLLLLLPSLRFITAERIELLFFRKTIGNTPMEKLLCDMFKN
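System: GST-NR2E3 and biotin-RetCOR proteins; probe or stimulus: 7 nM biotin-RetCOR; doses: compound at 4.8 µM, single dose; schedule: Compound–protein incubation for 5 h at 4 °C; detection: time-resolved FRET; read-out: percent inhibition; controls: biotin wells as high control, 0.6% DMSO wells as low control; format: 1536-well plates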
HIF-2a inh – HIF-2a inhibition; 360,000 tested, 0.72% active; AID 624352; 786-0 RCC cells HIF-2a reporter, luciferase luminescence, overnight; inhibition, % at 18.8 µM;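 active = inhibition of the luminescence signal of 40% or more relative to plate controls, in a single-dose primary screen at 18.75 µM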
NR2E3 ag-2 – activates human NR2E3 receptor | 360,000 tested, 0.35% active | Q9Y5X4 | CHO-S Gal4-NCOR/VP16-NR2E3 two-hybrid, luciferase | AID 602229 | inhibition of corepressor binding, % at 3.98 µM;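 active = inhibition above the mean of all tested compounds plus 3 SD, cut at about 70% in these data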;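 also: 0% = DMSO with NR2E3 transfected cells and 100% = cells lacking NR2E3 construct; higher means lower luciferase signal from less NR2E3 corepressor binding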
TWEAK-Fn14 inh – TWEAK-Fn14 signaling inhibition; 360,000 tested, 2% active; inhibition, % at 10 µM; TWEAK-stimulated Fn14 reporter cells, luciferase luminescence, 8 h; AID 1159606; in the data active = inhibition above about 50%
Peg3 prom inh – inhibitors of Peg3 promoter; HeLa PEG-Prom luciferase reporter, luminescence, overnight; inhibition, % at 20 µM; 360,000 tested, 1.7% active; AID 588405;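 active = inhibition of at least 50% at 20 µM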
TRPM1 prom inh – MITF TRPM1 promoter inhibition in SK-MEL-5 cells; SK-MEL-5 TRPM1 promoter luciferase, 24 h; 330,000 tested, 0.83% active; inhibition, % at 12.5 µM; AID 488899;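 active = mean inhibition across replicates of 60% or more, whatever share of single replicates reaches that level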; also: values of inactives mirror those of a sister screen read the other way
TRAIL sens C8 – sensitizes caspase-8 expressing cells to TRAIL. NB7+C8 cells + TRAIL, ATPlite viability luminescence. inhibition (viability loss, TRAIL sensitization), % at 10 µM. 360,000 tested, 1% active. AID 624354;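 active = compounds causing at least 50% loss of cell viability in the single-dose screen, relative to plate controls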
Shn3 3UTR inh – reduces Shn3 3'UTR luciferase signal in osteoblasts; Clone20 osteoblast Shn3 3'UTR firefly luciferase, 24 h; inhibition, % at 12.5 µM; 360,000 tested, 0.52% active; AID 588674;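 active = mean inhibition of at least 75% with every replicate also reaching 75%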;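 also: 0% = median of neutral control wells and 100% = pilot-screen positive control compound; some compounds past the cut are filed as inactive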
TROY signal inh – inhibitors of TROY-dependent NF-kB signaling; inhibition, % at 10 µM; Q293 LMP1-TROYcd NF-kB luciferase reporter, 4 h; 360,000 tested, 0.98% active; AID 1347056;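 active = compounds whose plate-normalised and pattern-corrected inhibition of the luciferase reporter signal at the single screening dose is 50% or more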
KKLEB tox – CF airway cell cytotoxicity counter-screen | KKLEB CF airway cells viability, ATPlite luminescence, overnight; stronger effect = lower value; cells stimulated with P. aeruginosa culture filtrate | activity change (cytotoxicity), % at 5 µM | 360,000 tested, 0.36% active | AID 602141;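 active = corrected activity change at or below -50% at 5 µM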
CF NFkB inh – inhibitors of cystic fibrosis induced NF-kB; 360,000 tested, 0.86% active; inhibition, % at 5 µM; KKLEB NF-kB-GFP reporter, PAF-induced, GFP fluorescence overnight;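 active = at least 50% inhibition at 5 µM, scaled per plate between neutral and stimulator controls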;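 also: PAF is a Pseudomonas aeruginosa culture filtrate used as stimulus; plate controls were PAF-stimulated DMSO wells for no effect and unstimulated DMSO wells for full effect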
* = called active by the depositor.

How did COc1ccc(CN2CCN(Cc3ccccc3C(F)(F)F)CC2)c(OC)c1 do in these assays?
NR2E3 ag-1: -3; HIF-2a inh: 8; NR2E3 ag-2: -28; TWEAK-Fn14 inh: 1; Peg3 prom inh: 12; TRPM1 prom inh: 1; TRAIL sens C8: 12; Shn3 3UTR inh: -9; TROY signal inh: -9; KKLEB tox: -14; CF NFkB inh: 18

Results for COc1cc(/C=C2\CCCc3c2nc2ccccc2c3C(=O)O)cc(Br)c1O ?
NR2E3 ag-1: -2; HIF-2a inh: 9; NR2E3 ag-2: 3; TWEAK-Fn14 inh: 29; Peg3 prom inh: 3; TRPM1 prom inh: 8; TRAIL sens C8: -16; Shn3 3UTR inh: 0; TROY signal inh: 16; KKLEB tox: 2; CF NFkB inh: -6

Results for CN(C)CCNC(C(=O)Nc1cc(Cl)cc(Cl)c1)c1ccccc1 (configuration not stated) ?
NR2E3 ag-1: -1; HIF-2a inh: 0; NR2E3 ag-2: -19; TWEAK-Fn14 inh: -11; Peg3 prom inh: 12; TRPM1 prom inh: -9; TRAIL sens C8: -7; Shn3 3UTR inh: 15; TROY signal inh: -5; KKLEB tox: 7; CF NFkB inh: 0

What do the screens show for `COc1ccc(C(CNC(=O)c2ccc(S(=O)(=O)N3CCCC3)cc2)N2CCOCC2)cc1` (configuration not stated)?
NR2E3 ag-1: 4; HIF-2a inh: -8; NR2E3 ag-2: -2; TWEAK-Fn14 inh: 3; Peg3 prom inh: 3; TRPM1 prom inh: -3; TRAIL sens C8: 18; Shn3 3UTR inh: -22; TROY signal inh: 0; KKLEB tox: 5; CF NFkB inh: -3

What do the screens show for `CCOC(=O)C1(CCOc2ccccc2)CCN(Cc2ccc(OC)c(O)c2)CC1`?
NR2E3 ag-1: 5; HIF-2a inh: 15; NR2E3 ag-2: -12; TWEAK-Fn14 inh: -9; Peg3 prom inh: -6; TRPM1 prom inh: -5; TRAIL sens C8: 13; Shn3 3UTR inh: 19; TROY signal inh: 1; KKLEB tox: 1; CF NFkB inh: -1

How did COc1cccc(-c2cc(NC(C)=O)c3ncc(-c4cccc(C(C)=O)c4)n3c2)c1 do in these assays?
HIF-2a inh: -9; NR2E3 ag-2: 3; TWEAK-Fn14 inh: 13; Peg3 prom inh: -9; TRAIL sens C8: -14; Shn3 3UTR inh: -21; TROY signal inh: 13; KKLEB tox: -8; CF NFkB inh: -18

How did CC(=O)Nc1c2c(nn1-c1ccccc1)CS(=O)C2 (configuration not stated) do in these assays?
NR2E3 ag-1: -2; HIF-2a inh: 15; NR2E3 ag-2: -9; TWEAK-Fn14 inh: 30; Peg3 prom inh: 11; TRPM1 prom inh: -6; TRAIL sens C8: -9; Shn3 3UTR inh: 1; TROY signal inh: 0; KKLEB tox: 2; CF NFkB inh: 0

Results for Cc1ccc(C2NC(=O)c3c(sc4c3CCN(C)C4)N2)s1 (configuration not stated) ?
NR2E3 ag-1: -2; HIF-2a inh: -113; NR2E3 ag-2: -25; TWEAK-Fn14 inh: 12; Peg3 prom inh: -121; TRPM1 prom inh: -49; TRAIL sens C8: -4; Shn3 3UTR inh: -40; TROY signal inh: 5; KKLEB tox: -3; CF NFkB inh: 6

Results for CCOC(=O)C1=CNS(=O)(=O)NC1c1ccccc1 (configuration not stated) ?
HIF-2a inh: -1; NR2E3 ag-2: -18; TWEAK-Fn14 inh: 8; Peg3 prom inh: 11; TRPM1 prom inh: 7; TRAIL sens C8: -8; Shn3 3UTR inh: 2; TROY signal inh: 2; KKLEB tox: 3; CF NFkB inh: -2

Results for CCOc1ccc(C(=O)NCC(=O)NCCOc2ccc(C)cc2)cc1 ?
NR2E3 ag-1: 3; HIF-2a inh: -1; NR2E3 ag-2: -3; TWEAK-Fn14 inh: 4; Peg3 prom inh: 3; TRPM1 prom inh: 6; TRAIL sens C8: -4; Shn3 3UTR inh: -13; TROY signal inh: -15; KKLEB tox: -5; CF NFkB inh: -7

Part of the list above in order of heavy-atom count, lowest first.
How did CC(=O)Nc1c2c(nn1-c1ccccc1)CS(=O)C2 (configuration not stated) do in these assays?
NR2E3 ag-1: -2; HIF-2a inh: 15; NR2E3 ag-2: -9; TWEAK-Fn14 inh: 30; Peg3 prom inh: 11; TRPM1 prom inh: -6; TRAIL sens C8: -9; Shn3 3UTR inh: 1; TROY signal inh: 0; KKLEB tox: 2; CF NFkB inh: 0

Results for CCOc1ccc(C(=O)NCC(=O)NCCOc2ccc(C)cc2)cc1 ?
NR2E3 ag-1: 3; HIF-2a inh: -1; NR2E3 ag-2: -3; TWEAK-Fn14 inh: 4; Peg3 prom inh: 3; TRPM1 prom inh: 6; TRAIL sens C8: -4; Shn3 3UTR inh: -13; TROY signal inh: -15; KKLEB tox: -5; CF NFkB inh: -7

How did COc1ccc(CN2CCN(Cc3ccccc3C(F)(F)F)CC2)c(OC)c1 do in these assays?
NR2E3 ag-1: -3; HIF-2a inh: 8; NR2E3 ag-2: -28; TWEAK-Fn14 inh: 1; Peg3 prom inh: 12; TRPM1 prom inh: 1; TRAIL sens C8: 12; Shn3 3UTR inh: -9; TROY signal inh: -9; KKLEB tox: -14; CF NFkB inh: 18

What do the screens show for `CCOC(=O)C1(CCOc2ccccc2)CCN(Cc2ccc(OC)c(O)c2)CC1`?
NR2E3 ag-1: 5; HIF-2a inh: 15; NR2E3 ag-2: -12; TWEAK-Fn14 inh: -9; Peg3 prom inh: -6; TRPM1 prom inh: -5; TRAIL sens C8: 13; Shn3 3UTR inh: 19; TROY signal inh: 1; KKLEB tox: 1; CF NFkB inh: -1

Further entries follow.
How did O=C(NCC1CC1)Nc1ccc(Cl)cc1 do in these assays?
NR2E3 ag-1: 4; HIF-2a inh: -166; NR2E3 ag-2: -114; TWEAK-Fn14 inh: -9; Peg3 prom inh: -195; TRPM1 prom inh: -76; TRAIL sens C8: 12; Shn3 3UTR inh: -78; TROY signal inh: -50; KKLEB tox: -2; CF NFkB inh: 5

What do the screens show for `CC(C)NCCCCOc1ccc(Br)cc1Cl`?
NR2E3 ag-1: 1; HIF-2a inh: 6; NR2E3 ag-2: 14; TWEAK-Fn14 inh: -16; Peg3 prom inh: 4; TRPM1 prom inh: -14; TRAIL sens C8: -4; Shn3 3UTR inh: -17; TROY signal inh: -3; KKLEB tox: -27; CF NFkB inh: 4

How did Cc1ccc2nc(C)cc(C(=O)OCC(=O)Nc3cccnc3Cl)c2c1 do in these assays?
NR2E3 ag-1: -1; HIF-2a inh: 2; NR2E3 ag-2: 14; TWEAK-Fn14 inh: 13; Peg3 prom inh: 7; TRPM1 prom inh: 3; TRAIL sens C8: -22; Shn3 3UTR inh: -13; TROY signal inh: 22; KKLEB tox: -13; CF NFkB inh: 6

How did CCOc1ccc(NC(=O)CSc2nnc(CCNC(=O)c3ccc(OC)cc3)n2CC)cc1 do in these assays?
NR2E3 ag-1: -1; HIF-2a inh: -111; NR2E3 ag-2: 9; TWEAK-Fn14 inh: 1; Peg3 prom inh: -88; TRPM1 prom inh: 1; TRAIL sens C8: 1; Shn3 3UTR inh: -12; TROY signal inh: -59; KKLEB tox: -9; CF NFkB inh: -11

Results for NNc1nc2ccc(Cl)cc2s1 ?
NR2E3 ag-1: -3; HIF-2a inh: -66; NR2E3 ag-2: -26; TWEAK-Fn14 inh: -10; Peg3 prom inh: -82; TRPM1 prom inh: 12; TRAIL sens C8: 0; Shn3 3UTR inh: -107; TROY signal inh: -22; KKLEB tox: -9; CF NFkB inh: 3

Results for CCCCNC(=O)CCCCC(=O)N/N=C/c1ccccc1Cl ?
NR2E3 ag-1: -3; HIF-2a inh: 17; NR2E3 ag-2: 1; TWEAK-Fn14 inh: -2; Peg3 prom inh: 9; TRPM1 prom inh: -15; TRAIL sens C8: -6; Shn3 3UTR inh: 20; TROY signal inh: -38; KKLEB tox: -16; CF NFkB inh: 5

Results for CCOC(=O)c1cc(NC(=O)c2cc(C)on2)cc(C(=O)OCC)c1 ?
NR2E3 ag-1: 5; HIF-2a inh: -20; NR2E3 ag-2: -17; TWEAK-Fn14 inh: -26; Peg3 prom inh: 20; TRPM1 prom inh: 5; TRAIL sens C8: -8; Shn3 3UTR inh: -9; TROY signal inh: 4; KKLEB tox: -2; CF NFkB inh: -42

How did Oc1ccc2ccccc2c1/C=C/c1ccc2c(Br)cc(Br)c(O)c2n1 do in these assays?
HIF-2a inh: -11; NR2E3 ag-2: -6; TWEAK-Fn14 inh: 18; Peg3 prom inh: 33; TRPM1 prom inh: 10; TRAIL sens C8: 16; Shn3 3UTR inh: 6; TROY signal inh: 0; KKLEB tox: 9; CF NFkB inh: -25

Results for CCN1CCN(c2ccc(S(=O)(=O)N3CCCCC3)cc2NC(=O)c2cccc(C)c2[N+](=O)[O-])CC1 ?
NR2E3 ag-1: 0; HIF-2a inh: 0; NR2E3 ag-2: 17; TWEAK-Fn14 inh: -3; Peg3 prom inh: 1; TRPM1 prom inh: -6; TRAIL sens C8: -11; Shn3 3UTR inh: -1; TROY signal inh: -12; KKLEB tox: 6; CF NFkB inh: 1

Results for COc1ccc(CN2CCNC(=O)C2CC(=O)NCCN2CCCCC2=O)c(F)c1 (configuration not stated) ?
NR2E3 ag-1: -2; HIF-2a inh: 1; NR2E3 ag-2: -4; TWEAK-Fn14 inh: 21; Peg3 prom inh: 4; TRPM1 prom inh: -1; TRAIL sens C8: 1; Shn3 3UTR inh: -8; TROY signal inh: 3; KKLEB tox: 9; CF NFkB inh: 5

How did CC12CCC(CC1O)C2C(=O)O (configuration not stated) do in these assays?
HIF-2a inh: 12; NR2E3 ag-2: -4; TWEAK-Fn14 inh: -4; Peg3 prom inh: 16; TRAIL sens C8: -12; Shn3 3UTR inh: -9; TROY signal inh: -1; KKLEB tox: -3; CF NFkB inh: -18

Results for NC(=O)C1CCN(C(=O)C2CCN(C(=O)Nc3ccccc3)CC2)CC1 ?
HIF-2a inh: -6; NR2E3 ag-2: -20; TWEAK-Fn14 inh: 15; Peg3 prom inh: -10; TRPM1 prom inh: 7; TRAIL sens C8: -3; Shn3 3UTR inh: -12; TROY signal inh: 8; KKLEB tox: 8; CF NFkB inh: 5

How did C/C(=N\NC(=O)c1ccc(O)cc1O)c1cccnc1 do in these assays?
HIF-2a inh: -25; NR2E3 ag-2: -17; TWEAK-Fn14 inh: -10; Peg3 prom inh: 11; TRPM1 prom inh: 1; TRAIL sens C8: 24; Shn3 3UTR inh: -5; TROY signal inh: -18; KKLEB tox: -21; CF NFkB inh: 13

How did CC(C)C(=O)N1CCN(c2nc(-c3ccccc3)c3c(c2C#N)CC(C)(C)OC3)CC1 do in these assays?
NR2E3 ag-1: -2; HIF-2a inh: 18; NR2E3 ag-2: 8; TWEAK-Fn14 inh: 8; Peg3 prom inh: 12; TRPM1 prom inh: -13; TRAIL sens C8: -2; Shn3 3UTR inh: 11; TROY signal inh: -9; KKLEB tox: -8; CF NFkB inh: 14

This is a subset (hit frequency here may not be typical).
